Source: PubChem
mcGAS MS inh: mouse cGAS inhibition by mass spec; actives 0.18% (n = 130,000); inhibition, % at 12.5 µM; recombinant mouse cGAS, cGAMP by RapidFire MS; Q8C6L5;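 active = inhibition of cGAS enzyme activity at or above 60%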;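 also: enzyme stimulated by 45 bp dsDNA with ATP and GTP substrates; cGAMP share of summed cGAMP plus half ATP and half GTP signals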
Target sequence (Q8C6L5 whole entry, looked up): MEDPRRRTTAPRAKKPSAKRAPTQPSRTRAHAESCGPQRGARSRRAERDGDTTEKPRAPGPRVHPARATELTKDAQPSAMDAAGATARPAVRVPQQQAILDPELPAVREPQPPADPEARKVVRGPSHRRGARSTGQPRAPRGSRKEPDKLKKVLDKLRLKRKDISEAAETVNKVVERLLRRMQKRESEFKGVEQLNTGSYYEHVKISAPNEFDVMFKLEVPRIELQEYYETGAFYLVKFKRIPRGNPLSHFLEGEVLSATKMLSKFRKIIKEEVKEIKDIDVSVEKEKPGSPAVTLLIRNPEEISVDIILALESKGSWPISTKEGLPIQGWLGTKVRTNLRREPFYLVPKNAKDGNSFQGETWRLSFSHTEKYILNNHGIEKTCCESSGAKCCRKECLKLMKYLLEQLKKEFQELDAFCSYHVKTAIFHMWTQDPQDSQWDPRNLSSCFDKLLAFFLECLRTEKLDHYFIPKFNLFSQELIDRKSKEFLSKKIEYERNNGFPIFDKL
* hit, by the source's call; & = joins results of further samples. An excerpt; the hit share may differ from the screen's.

SMILES | mcGAS MS inh
CCN(CC)Cc1cc(NC(=O)C2(C)CCc3c(C)c(O)c(C)c(C)c3O2)ccc1O (centres undefined) | 1
CC(C)N1CCC(CNC(=O)C(C)(C)C)CC1 | -9
O=C(CNC(=O)c1ccccc1Br)NCCN1C(=O)SC(=Cc2ccccc2)C1=O | 12
Cn1c(=O)[nH]c(=O)c2c1nc(N1CCN(c3ccccc3F)CC1)n2CCCSc1ncccn1 | -2
COc1ccc(C(=O)C(C#N)c2nc(C)cs2)cc1S(=O)(=O)NC1CC1 (centres undefined) | 2
CCNc1nc(NCC)n2c(SCC(=O)Nc3c(F)c(F)c(F)c(F)c3F)nnc2n1 | -11
CCOC(=O)C1CCCN(c2nc(-c3ccc(OC)cc3)c3c(N)n(C)nc3n2)C1 (centres undefined) | -9
CC(C)C(NC(N)=O)C(=O)Nc1cc(F)cc(F)c1 (centres undefined) | -3
CCCc1ccc(S(=O)(=O)Nc2ccccc2Cn2cncn2)cc1 | -4
CCCCS(=O)(=O)NCCOc1ccc(C)cc1 | -13
CC(=O)C(C(C)=O)=C1SCC(C)S1 (centres undefined) | -5
O=c1c(N=Nc2cccc(O)c2)c(-c2ccc([N+](=O)[O-])cc2)[nH]n1-c1ccccc1 | -1
COCCN(Cc1ccncc1Cl)C(C)(C)CO | -1
CC(=O)NC(CC(=O)N1CCOCC1)c1ccc(C)cc1 (centres undefined) | 4
CN1CCN(C2=Nc3cc(Cl)ccc3Nc3ccccc32)CC1 | -7&-2&7
Cc1cccnc1CN1CCN(Cc2nc(-c3cnccn3)no2)CC1 | -12
COc1c(F)cc(-c2cccc3c2OC(CN)C3)cc1F (centres undefined) | -14
COc1ccccc1Nc1nc(-c2cnc(N3CCCC3)nc2C)cc(=O)[nH]1 | 1
COCCNc1ncnc2c1nnn2C | -16
CCOC(=O)N1CCN(C(=O)C2=C(C)C(=O)OC23CCN(CC)CC3)CC1 | -10

Fetched one by one from the entries so far:
SMILES | mcGAS MS inh
CC(C)C(NC(N)=O)C(=O)Nc1cc(F)cc(F)c1 (centres undefined) | -3
CC(C)N1CCC(CNC(=O)C(C)(C)C)CC1 | -9
COc1ccc(C(=O)C(C#N)c2nc(C)cs2)cc1S(=O)(=O)NC1CC1 (centres undefined) | 2
CCCc1ccc(S(=O)(=O)Nc2ccccc2Cn2cncn2)cc1 | -4
O=C(CNC(=O)c1ccccc1Br)NCCN1C(=O)SC(=Cc2ccccc2)C1=O | 12
CCNc1nc(NCC)n2c(SCC(=O)Nc3c(F)c(F)c(F)c(F)c3F)nnc2n1 | -11

More results follow:
SMILES | mcGAS MS inh
CC(=O)OC[C@H]1O[C@@H](Oc2cc(OC(C)=O)c3c(=O)cc(-c4ccc(OC(C)=O)cc4)oc3c2)[C@H](OC(C)=O)[C@@H](OC(C)=O)[C@@H]1OC(C)=O | -4
CCN=c1scc(-c2cccs2)n1/N=C(\C)CC | -4
CCCCc1nncn1-c1cc(C)ccc1OC | -13
O=C(C(Br)=CNc1ccc(Cl)cc1Cl)C(F)(F)F | -3
Cc1cc(Nc2nc(-c3ccc(Cl)s3)cs2)n(C)n1 | 4
O=C(O)c1cc(S(=O)(=O)Nc2ccc(F)cc2Br)c[nH]1 | -5
CC(C)(C)OC(=O)Nc1ccc(Nc2cc(-c3ccc(F)c(F)c3)ncn2)cc1 | -1
O=c1c(/C=N\Nc2nc3ccccc3s2)c(C(F)(F)F)[nH]n1-c1nc2ccccc2s1 | -5
N#CC1C(=N)Oc2cc(O)ccc2C1c1ccc(Cl)cc1Cl (centres undefined) | 2
O=c1nc2n(c3ccccc13)Cc1ccccc1-2 | -1
CC1=CC(=NNS(=O)(=O)c2ccc(C)cc2)CC1 | -7
Cc1ccc(NC(=O)Cn2c3ccccc3c(=O)c3ccccc32)cc1Cl | 8
O=C(O)C1CN(c2ncccn2)CCN1C(=O)c1cnc2ccccc2c1 (centres undefined) | -5
COCCN1CCN(CC(=O)N(C)Cc2cnn(C)c2)CC1C (centres undefined) | -3
FC(F)(F)c1ccc(-c2cnnc(N3CCC(c4ccncc4)CC3)n2)cc1 | 5
COC(=O)c1ccccc1C(=O)N1CCCC(Nc2ccc(F)cc2)C1 (centres undefined) | -2
CC(C)(C)SCC(=O)N1CC(n2ccnc2)Cc2ccccc21 (centres undefined) | -61
CN(C)S(=O)(=O)c1ccc(=O)n(Cc2ccn(-c3cccc(F)c3)n2)c1 | -4
CS(=O)(=O)c1ncc(CN2CCCC(c3ccccc3)C2)n1Cc1ccccc1F (centres undefined) | 1
Cc1ccc(-c2nc(C=Nc3ccccc3Cl)c(O)o2)cc1 | -10

6 entries from above, with values ahead of the structure.
mcGAS MS inh	Compound
-5	O=C(O)C1CN(c2ncccn2)CCN1C(=O)c1cnc2ccccc2c1 (centres undefined)
-3	COCCN1CCN(CC(=O)N(C)Cc2cnn(C)c2)CC1C (centres undefined)
5	FC(F)(F)c1ccc(-c2cnnc(N3CCC(c4ccncc4)CC3)n2)cc1
-2	COC(=O)c1ccccc1C(=O)N1CCCC(Nc2ccc(F)cc2)C1 (centres undefined)
-61	CC(C)(C)SCC(=O)N1CC(n2ccnc2)Cc2ccccc21 (centres undefined)
-4	CN(C)S(=O)(=O)c1ccc(=O)n(Cc2ccn(-c3cccc(F)c3)n2)c1

Further records
SMILES | mcGAS MS inh
Cn1cc(S(=O)(=O)N2CCN(C(=O)C(Sc3ccccc3)c3ccccc3)CC2)cc1C(N)=O (centres undefined) | -10
COc1cccc(C(=O)NC(C#N)c2cccc(Br)c2)c1 (centres undefined) | 1
O=c1c2ccccc2nnn1CC(O)COc1cccc2ccccc12 (centres undefined) | 1
CCCCN(C)C(=O)c1sc(=O)n(Cc2ccc(C(=O)OC)o2)c1C | -2
Cc1ccccc1OCC(O)CN1CCOc2ccccc21 (centres undefined) | -4
Cc1cnc(C(=O)N2CCCC(C(=O)c3ccc(Oc4ccccc4)cc3)C2)cn1 (centres undefined) | -9
Cn1c(=O)c2c(nc(SCSc3nc4c(c(=O)n(C)c(=O)n4C)n3C)n2C)n(C)c1=O | -26
CC(C)Nc1cccc(CNS(=O)(=O)CCOC(C)C)c1 | -1
O=c1ccc(-c2ccccc2)nn1Cc1cccc(Cl)c1 | -14
CC1=C(C#N)C(C(F)(F)F)(C(F)(F)F)N=C(C2CCCCC2)N1 | 3
Cn1c(=O)c2c(nc(CN3CCOCC3)n2Cc2c(F)cccc2Cl)n(C)c1=O | -3
COc1ccccc1C(=O)NS(=O)(=O)N1CCOc2ccccc21 | -5&11
O=C(N[C@H]1COC[C@@H]1N1CCCC1)c1cc(COc2cccc(F)c2)[nH]n1 | -8
S=C(N=c1sccn1Cc1ccccc1)NC1CC1 | -15
CC(C)(C)n1ccc(C(=O)N2C[C@@H](C(=O)O)C[C@@H](C(=O)NC3CC3)C2)c1 | -7
Cc1cccnc1CNC(=O)CC(c1ccccc1)c1ccc2c(c1)OCO2 (centres undefined) | 5
CC1=NC(C(F)(F)F)(C(F)(F)F)C(C#N)=C(C)N1 | 3
Cc1ccc2sc(N(Cc3ccccn3)C(=O)Cc3ccc(S(C)(=O)=O)cc3)nc2c1C | -8
COc1ccc(OCCC(=O)NCC23CC4CC(CC(C4)C2)C3)cc1 | -3
CCCS(=O)(=O)NC1CCN(Cn2cc(C)n(-c3ccc(C)cc3)c2=O)CC1 | -14
COCCn1c(C)cc(O)c(C(c2ccc(SC)cc2)N2CCN(CCO)CC2)c1=O (centres undefined) | -8
C#CCSc1nnc(Cn2c(=O)sc3ccccc32)n1C | 6
Cc1cc(C)c(NC(=O)NCCc2ccccn2)c(Cl)c1 | -12
O=C1NC2(CCCc3sccc32)C(=O)N1Cc1coc(-c2cccs2)n1 (centres undefined) | -5
COCCNc1nnc(SCC(=O)Nc2sc3c(c2C(=O)OC)CCC3)s1 | -1
CCOC(=O)N1CCN(C2CCCN(C(=O)c3cc(=O)n(C)c(=O)n3C)C2)CC1 (centres undefined) | -5
Cc1ccc(C)c2c1NC(=O)C2CC(=O)N(CCO)Cc1nccs1 (centres undefined) | -14
Cc1cc(NC(=O)CN2CCOCC2)n(-c2ccccc2)n1 | -4
CCOc1ccccc1NC(=O)CCc1c(C)nn(-c2nc(C)cc(=O)[nH]2)c1C | -3
CC(C)(C)c1ccc(C(=O)CSc2n[nH]c(=O)[nH]c2=O)cc1 | 16
O=c1[nH]c2ccc(-c3csc(-c4ccc(F)cc4)n3)cc2o1 | -3
CC(C)S(=O)(=O)c1ccccc1C(=O)Nc1nc2c(s1)C(=O)CCC2 | -6
Cc1sc2ncn(CCS(=O)(=O)NCc3ccc4c(c3)OCO4)c(=O)c2c1C | -2
Cc1ccc(C(=O)NCC2CCCN(C(=O)C3CC3)C2)cn1 (centres undefined) | -17
O=C1CCCCN1CCCC(=O)N1CCOC(CC2CCCCC2)C1 (centres undefined) | -5
COc1c(S(C)(=O)=O)ccc(C(=O)Oc2cc(=O)n(-c3ccccc3)c(-c3ccccc3)n2)c1C | -17
CCOC(=O)c1c(NC(=O)CN2C(=O)c3ccccc3C2=O)sc2c1CCC2 | 8
Cc1c(C(=O)NCc2cccc(C(F)(F)F)c2)sc(=O)n1Cc1ccc(S(C)(=O)=O)cc1 | -36
COc1cccc(C(=O)N(CCCN2C(=O)c3cccc4cccc(c34)C2=O)c2ccccc2)c1 | -3
CCCCN(C)C(=O)c1sc(=O)n(Cc2ccc(S(=O)(=O)N(C)C)cc2)c1C | -5
CN(CCc1ccccc1)C1CCCN(C(=O)c2ncccc2O)C1 (centres undefined) | -6
Cc1nccn1CCNC(=O)CC(c1ccccc1)c1ccccc1F (centres undefined) | -2
CCCn1c(SCc2cc(=O)n3c(C)csc3n2)n[nH]c1=O | -9
CCN(CC)Cc1cnc2c(C(=O)NC(C)c3ccco3)cnn2c1 (centres undefined) | -32
Cc1nn(C(=O)c2ccc(Cn3cnc([N+](=O)[O-])n3)o2)c(C)c1Br | 12
C=C1C(C)(C)[C@H]2CC[C@]1(c1n[nH]c(C3CC3)n1)C2 | 5
Cc1ccccc1OCC(=O)N1CCC(n2c(=O)[nH]c3ccccc32)CC1 | -6
CS(=O)c1nncn1CC(=O)NC1CCCCCCC1 (centres undefined) | -10
COc1ncccc1-c1ccc2sc(N)nc2c1 | -4
CN(Cc1ccccc1)C(=O)COC(=O)c1cc(=O)c2ccccc2[nH]1 | -9

Remaining list, next part:
SMILES | mcGAS MS inh
Cc1cccc(C2(CNC(=O)Cn3cncn3)CCCCC2)c1 | -17
Cc1cc(NC(=O)NCCc2cn3ccccc3n2)ccc1N(C)C | -8
CC(=O)N1CCC(NC(=O)Nc2ccccc2F)CC1 | 8
NC(=O)CN(Cc1ccc(Br)cc1)C(=O)C1=Cc2cc(Cl)ccc2OC1 | -9
CC1CCC(N)C(N2CCc3ccccc3C2)C1 (centres undefined) | -10
CCN(CC(=O)N(C)C)C(=O)[C@H]1CCCCN1C(=O)OC(C)(C)C | -17
CC12CCC(C(=O)O)(c3nc4c(ccc5ncccc54)nc31)C2(C)C (centres undefined) | 4
O=C(CN1C(=O)C(Oc2ccccc2)C1c1cccnc1)NCCn1cccc1 (centres undefined) | -2
COCCN(C(=O)C1CCC1)c1ccccc1CNC(=O)C1CCC1 | -1
COc1ccc(NC(=O)c2sc(=O)n(CC(=O)c3ccc4c(c3)OCCO4)c2C)cc1OC | 0
CNc1ccc(-c2ccc3c(c2)CCO3)cn1 | -1
c1ccc(CCc2nc(CCc3ccc4c(c3)OCO4)n[nH]2)cc1 | -11
c1ccc(-c2ccc(-c3nccn3CCN3CCOCC3)s2)cc1 | 3
C=Cc1ccc(CN2C(=O)C(C)Oc3c(C(C)=O)cccc32)cc1 (centres undefined) | 1
Oc1ccccc1C1OCC(C2CC=CCC2)CO1 (centres undefined) | -16
COc1ccccc1-n1c(CNC(=O)c2ccc(C)c([N+](=O)[O-])c2)nnc1SCC(=O)Nc1nnc(C)s1 | -2
Cc1cc(NC(=O)C(C)C)nc2c1c(=O)oc1ccccc12 | -6
CCCCn1c(SC2CCCCNC2=O)nc(C)c1C (centres undefined) | -4
COc1ccc(/C=C/C(=O)N2CCCC(CO)(Cc3ccc(F)cc3F)C2)cc1 (centres undefined) | -12
COc1ccccc1-c1cc(CNC(=O)C(C)n2cnc3ccccc32)on1 (centres undefined) | -19
CCOc1ccccc1NC(=O)NCC1CNCCOC1 (centres undefined) | -14
CCCCCn1c(NCCCO)nc2c1c(=O)[nH]c(=O)n2C | -13
COc1ccc(OCc2nc(-c3cn(C)nc3C)cs2)cc1 | -2
CN(c1ccccc1C(N)=O)S(=O)(=O)c1c(Cl)cc(Br)cc1Cl | 6
O=C1N=c2ccccc2=C1c1sc(N2CCCCC2)nc1O | 88*
CC(C)(C#N)c1ccc(NC(=O)c2cc(Cl)c[nH]2)cc1 | -4
O=C1C2C3CC(C2C(=O)N1c1ccccn1)C1C3N=NN1c1ccc(Br)cc1 (centres undefined) | -5
CN(C)c1ccc(S(=O)(=O)N(C)C)cc1NC(=O)CN1CCCC1 | -6
CC(=O)c1ccc(S(=O)(=O)NCCCn2nc(-c3ccncc3)ccc2=O)cc1 | -4
COc1ccc(C(=O)C2CCCN(C(=O)c3cccs3)C2)cc1F (centres undefined) | -1

Sorted by value in mcGAS MS inh (falling): 5 of the compounds above.
SMILES | mcGAS MS inh
O=C1N=c2ccccc2=C1c1sc(N2CCCCC2)nc1O | 88*
CN(c1ccccc1C(N)=O)S(=O)(=O)c1c(Cl)cc(Br)cc1Cl | 6
CN(C)c1ccc(S(=O)(=O)N(C)C)cc1NC(=O)CN1CCCC1 | -6
CCCCCn1c(NCCCO)nc2c1c(=O)[nH]c(=O)n2C | -13
CCOc1ccccc1NC(=O)NCC1CNCCOC1 (centres undefined) | -14

(cont.)
SMILES | mcGAS MS inh
Cc1cc(C)n(CCCN(C)C(=O)C2CCCN(CC(N)=O)C2)n1 (centres undefined) | -31
CCCCCCNC(=O)Nc1ccc(S(=O)(=O)Nc2ccc(CCNC[C@H](O)COc3ccc(O)cc3)cc2)cc1 | -21
CCOc1ccnc2c1c(=O)n(CC(=O)N(C(C)C)C(C)C)c(=O)n2C | 0
CCC(C)NS(=O)(=O)c1cc2c3c(c1)CCN3C(=O)CC2 (centres undefined) | -5
CO/N=C(\C(=O)N[C@@H]1C(=O)N2C(C(=O)O)=C(CSc3nc(=O)c(=O)[nH]n3C)CS[C@H]12)c1csc(N)n1 | -4&-1
CC(C)Oc1cccc(NC(=O)C2(C)CCN(C(C)C)C2)c1 (centres undefined) | -5
CCc1nc(C#N)c(N2CCCCC2)o1 | -1
